# 14-3-3 PPI – modulators of human 14-3-3 gamma - Raf peptide interaction; actives 0.19% (n = 160,000); P61981; inhibition, % at 40 µM; AID 422; FP, 14-3-3gamma / TMR-pS259-Raf peptide binding; in the data active = inhibition above about 30%;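 note: 0% = protein plus tracer without compound and 100% = blank with tracer alone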
# Target sequence (P61981 whole entry, looked up): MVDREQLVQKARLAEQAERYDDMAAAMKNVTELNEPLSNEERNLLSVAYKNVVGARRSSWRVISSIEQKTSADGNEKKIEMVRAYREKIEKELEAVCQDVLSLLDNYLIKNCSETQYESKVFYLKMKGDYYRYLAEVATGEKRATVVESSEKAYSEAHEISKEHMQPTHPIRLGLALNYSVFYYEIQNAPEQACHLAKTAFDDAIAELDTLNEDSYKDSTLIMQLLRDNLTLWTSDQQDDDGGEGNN
# * hit, by the source's call; & = joins results of further samples. Only part of the results is shown, so the mix of outcomes need not match the whole.
structure | 14-3-3 PPI
O=C(c1ccc(OCC2CCCO2)cc1)N1CCN(c2ccccc2)CC1 (stereo not drawn) | -4
CCCCc1ccc(NC(=O)c2ccc(OC(C)=O)cc2)cc1 | -2
Cc1ccc(-c2cc(C)[o+]c(-c3ccc(C)cc3)c2)cc1 | -103
Cc1cccc(OCCn2c(NC(=O)c3ccco3)nc3ccccc32)c1 | -7
O=C(C1CC1)N1CCc2cc(Br)cc(S(=O)(=O)NCCCN3CCCC3)c21 | -13
C=CCNc1nc(-c2sc(NC(C)=O)nc2C)cs1 | -7
Cn1c(=O)c2c(nc(NCc3ccc4c(c3)OCO4)n2Cc2ccccc2Cl)n(C)c1=O | 4&-14
COc1cc2c(cc1OC)C(C(=O)Nc1nc3ccccc3s1)C(c1ccccc1F)N(C)C2=O (stereo not drawn) | -3
CN(CC(=O)Nc1ccc(F)c(F)c1F)c1cnccn1 | -5
COC(=O)c1ccc(C=Nc2ccc(-c3nc4ccccc4o3)cc2)cc1 | -48
CC12CNCC(C)(CN(C(c3ccccc3)c3ccccc3)C1)C2 | -6
CCOc1ccc(N2C(=O)CC(Sc3nccc(C)n3)C2=O)cc1 (stereo not drawn) | -1
CCN(CC)c1ccc2cc(-c3nnc(-c4cccs4)o3)c(=O)oc2c1 | 16
CC1CCN(C(=O)CSc2nc3ccccc3c(=O)n2CCC(=O)N2CCN(c3ccccc3)CC2)CC1 | -3
CCOc1ccc(C(=O)Nc2c3c(nn2-c2ccccc2C)CS(=O)C3)cc1OCC (stereo not drawn) | -6

# Single entries from the results shown.
# Cn1c(=O)c2c(nc(NCc3ccc4c(c3)OCO4)n2Cc2ccccc2Cl)n(C)c1=O in 14-3-3 PPI = 4&-14
# CCOc1ccc(N2C(=O)CC(Sc3nccc(C)n3)C2=O)cc1 (stereo not drawn) in 14-3-3 PPI = -1
# CCOc1ccc(C(=O)Nc2c3c(nn2-c2ccccc2C)CS(=O)C3)cc1OCC (stereo not drawn) in 14-3-3 PPI = -6
# CN(CC(=O)Nc1ccc(F)c(F)c1F)c1cnccn1 in 14-3-3 PPI = -5
# CC12CNCC(C)(CN(C(c3ccccc3)c3ccccc3)C1)C2 in 14-3-3 PPI = -6
# CCCCc1ccc(NC(=O)c2ccc(OC(C)=O)cc2)cc1 in 14-3-3 PPI = -2
# Cc1ccc(-c2cc(C)[o+]c(-c3ccc(C)cc3)c2)cc1 in 14-3-3 PPI = -103

# Further results follow.
structure | 14-3-3 PPI
CCN1CCN(CCC(=O)Nc2ccccc2OC)CC1 | -6&-3
Cc1nn(-c2ccccc2)c2[nH]c(=O)c(CNc3ccc(N4CCOCC4)cc3)cc12 | -9
COc1ccc(OC)c(S(=O)(=O)N(C)CC(=O)O)c1 | -5
CCOC(=O)c1sc2nc(C)cc(COC)c2c1NC(=O)c1ccccc1 | -9
CCOC(=O)CN1C(=O)C(O)(CC(=O)c2cc(C)ccc2C)c2ccccc21 (stereo not drawn) | 18
Cc1ccccc1Cn1ccc(NC(=O)CCSc2nc(-c3ccco3)cc(C(F)(F)F)n2)n1 | -7
COc1ccccc1NC(=O)C1=C(C)NC(=O)NC1c1ccccc1F (stereo not drawn) | 1&-5
O=C(Nc1nc(-c2nc3ccccc3s2)cs1)c1ccco1 | -10
NC(=O)C1CCN(C(=O)CSc2ccccn2)CC1 | -11
CSc1nc2sc3c(c2c(=O)[nH]1)CCCC3 | -3
CC1CC(Nc2ccccc2)c2ccccc2N1C(=O)c1ccncc1 (stereo not drawn) | 3
COCCN1Cc2c(sc(C)c2C)N(C(=O)c2ccccc2)C1 | -2
O=C(CCc1nc(-c2cccs2)no1)Nc1ccc(F)cc1 | -1
Cc1cc(=O)[nH]c(=S)n1-c1ccccc1 | 2
CCOc1ccccc1NC(=O)c1cccc2c1C(=O)N(CCOC)C2 | -4

# Later entries
structure | 14-3-3 PPI
COC(=O)CSc1nc2sc3c(c2c(=O)n1-c1ccc(C)cc1)CC(C)(C)OC3 | 0
O=C1Nc2c(c(=O)[nH]c(=O)n2-c2ccc(Cl)cc2)C1(NS(=O)(=O)c1ccccc1)C(F)(F)F (stereo not drawn) | 6
COC(=O)C(NC(=O)c1ccccc1)(Nc1nc(C)cs1)C(F)(F)F (stereo not drawn) | 1
CN(CC(=O)Nc1ccc(OC(F)(F)F)cc1)S(=O)(=O)c1cccs1 | -6
O=S(=O)(c1ccccc1C(F)(F)F)N1CCOCC1 | -5
O=C(c1cc2ccccc2oc1=O)N1CCc2ccccc2C1 | 8
C=CCc1cccc2cc(C(=O)NC)c(=O)oc12 | -4
CCC1CCCCN1C(=O)C1CC(c2cc(Cl)c(OC)cc2OC)=NO1 (stereo not drawn) | -7
O=C(c1cccn2c(=O)c3ccc(Cl)cc3nc12)N1CCN(Cc2ccc3c(c2)OCO3)CC1 | -4&-14
Cc1ccc([N+](=O)[O-])cc1NC(=O)c1cnc2scc(C)n2c1=O | -7
Cc1ccc(O)c(NC(=O)COc2cc(C)ccc2C)c1 | -4
CCOC(=O)c1cc2sc(C)cc2n1CC(=O)N1CCOCC1 | -2
CCc1ccc(NC(=O)c2cnc3scc(C)n3c2=O)cc1 | -3
O=C(Nc1ccc(-c2nc3ccc([N+](=O)[O-])cc3[nH]2)cc1)C1CCCCC1 | -9
CCCCn1c(SCC#N)nc2c(sc3ccccc32)c1=O | -4

# Three compounds drawn at random from those above, as already listed:
structure | 14-3-3 PPI
COC(=O)C(NC(=O)c1ccccc1)(Nc1nc(C)cs1)C(F)(F)F (stereo not drawn) | 1
CCOC(=O)c1cc2sc(C)cc2n1CC(=O)N1CCOCC1 | -2
CCc1ccc(NC(=O)c2cnc3scc(C)n3c2=O)cc1 | -3

# Going on with the list.
structure | 14-3-3 PPI
COc1cccc(-n2nnnc2SCC(=O)Nc2cccc(C)n2)c1 | -6
Cc1csc2ncc(C(=O)NC(C)c3ccccc3)c(=O)n12 (stereo not drawn) | -1
Cc1cc2sc(NC(=O)C3CCCCC3)nc2cc1[N+](=O)[O-] | 1
O=C(OCCN=C1NS(=O)(=O)c2ccccc21)c1cccnc1 | -1&7
CCC(=O)N1N=C(c2ccc(NS(C)(=O)=O)cc2)CC1c1ccc(OC)cc1 (stereo not drawn) | -3
Cc1cccc(-n2nc3c(c2NC(=O)c2ccc(S(=O)(=O)N(C)C)cc2)CSC3)c1 | 2
CCC(=O)NCCCOc1ccccc1 | -11
Cc1nnc(SCC(=O)Nc2ccc(Cl)cn2)[nH]c1=O | -9
COc1ccc(Cn2c(N)c(C#N)c3nc4ccccc4nc32)cc1OC | -7
COc1ccccc1Nc1nc(N)nc(CSc2nccc(C)n2)n1 | -6
Cc1ccc(SC2=NS(=O)(=O)c3ccccc32)c(C)c1 | 9
COc1ccccc1NS(=O)(=O)c1ccc(Cl)cc1 | -2
Cc1nc(C(C)(C)O)n(-c2ccccc2)n1 | 0&6
O=C(Cn1cc(C(=O)C(F)(F)F)c2ccccc21)N1CCc2ccccc21 | -10
O=C(Nc1ccc(Cl)c(-c2nc3ccccc3s2)c1)c1cncc(Br)c1 | -24

# (cont.)
structure | 14-3-3 PPI
Cc1cc(C(=O)Oc2ccccc2NC2=NS(=O)(=O)c3ccccc32)c2ccccc2n1 | -3
CC(C)CCNC(=O)CSc1nc(NC2CCCCC2)c2ccccc2n1 | -56
O=C(Cn1c(=O)[nH]c2ccsc2c1=O)NCc1ccco1 | -7
Nc1c(C(=O)N2CCCCC2)sc(=S)n1-c1ccccc1 | 1
Nc1nc2ccc(OC(F)(F)F)cc2s1 | -3&-1
O=C(Nc1cccc(F)c1)NC1CC2CCCC(C1)N2C1CC1 (stereo not drawn) | -6
Cc1cc2n(c1)CCn1c(C)ccc1-2 | -27
COc1ccc(OC)c(NC(=O)C2CCCN(S(=O)(=O)c3cccc4nsnc34)C2)c1 (stereo not drawn) | -12
CCC(C(=O)Nc1cc(C)nn1-c1nc(C)cc(C)n1)c1ccccc1 (stereo not drawn) | 5
Cc1cccc(C2CC(c3ccccc3)Nc3ncnn32)c1 (stereo not drawn) | 0
CC(=O)C1C(c2cccc(Oc3ccccc3)c2)NC(=O)NC1(O)C(F)(F)F (stereo not drawn) | 4&-7
CCC(=O)N1c2ccccc2-c2nnc(SC)nc2OC1c1ccc(I)o1 (stereo not drawn) | -9
O=C(Cn1nnc(-c2ccccc2NC(=O)C2CC2)n1)NC1CCCCC1 | -8
CCC(CC)C(=O)N1c2ccc(F)cc2CCC1C (stereo not drawn) | -2
CN(Cc1ccccc1)C(=O)c1ccc(Cn2c(=O)[nH]c3ccccc3c2=O)cc1 | -1

# Remaining list, next part.
structure | 14-3-3 PPI
COc1ccc(N=c2oc3ccccc3cc2C(=O)Nc2nccs2)cc1 | -2
COc1ccc(C2=NOC(C(=O)N3CCN(c4ccccc4OC)CC3)C2)cc1 (stereo not drawn) | -2
Cc1ccc(S(=O)(=O)N2CCC(C(=O)OCC(=O)N3CC(=O)Nc4ccccc43)CC2)cc1 | 5
Cc1nc2nc(C)c(CCC(=O)N3CCN(c4ccccn4)CC3)c(C)n2n1 | -2
OCCCn1c(-c2ccc(I)cc2)csc1=Nc1ccccc1 | -2
O=C1c2ccccc2-c2c(-c3ccccc3)nc3ccccc3c21 | 5
Cc1cc(C(=O)NCc2cccs2)n(-c2ccccc2)n1 | 2
Cc1c(Cl)cccc1N(CC(=O)O)S(C)(=O)=O | -4
COc1cccc(-c2nn(C)c3sc(C(=O)Nc4ccc5c(c4)OCO5)cc23)c1 | -9
Cc1c(N2C(=O)C3C4C=CC(C5CC45)C3C2=O)c(=O)n(-c2ccccc2)n1C (stereo not drawn) | -3
Cc1cc(C(=O)Nc2ccc3nc(N4CCN(C)CC4)cc(C)c3c2)ccc1[N+](=O)[O-] | -1
COC(=O)C1=C(C)Nc2nnnn2C1c1ccc(OCc2ccccc2)c(OC)c1 (stereo not drawn) | -4
CCOc1ccc(-n2c(=O)c3c(C)c(C(=O)N(C)C)sc3n(CC(=O)Nc3ccccc3C)c2=O)cc1 | -6
COc1ccc2oc(=O)c(-c3nc4ccc(Cl)cc4c(=O)[nH]3)cc2c1 | -11
CCN(CC)CC(O)Cn1c2c(c3cc(C)ccc31)CCCC2=O (stereo not drawn) | -13

# Following part.
structure | 14-3-3 PPI
CC1CCCCN1S(=O)(=O)c1cccc2nsnc12 (stereo not drawn) | -3
Cc1cccc(NC(=O)c2cc(S(=O)(=O)NCCc3ccccc3)ccc2F)c1 | -14
COc1ccc(Nc2nc3ccccc3nc2NS(=O)(=O)c2ccc(Cl)cc2)c(OC)c1 | -13
CCOc1ccccc1NC(=O)CSc1nccn1-c1ccc(F)cc1 | -8
COc1ccc(-c2cc(C(=O)Nc3c(C)n(C)n(-c4ccccc4)c3=O)no2)cc1OC | -10
O=C(NCCS(=O)CCNC(=O)C(F)(F)F)C(F)(F)F | -9
COc1ccc(-n2nc(C(=O)Nc3ccccc3F)c3ccccc3c2=O)c(OC)c1 | 5
O=C1CC(c2ccc(S(=O)(=O)NCc3ccncc3)cc2)CN1 (stereo not drawn) | 1
Cn1c(SCC(=O)c2ccc(Cl)cc2)nc2c(c1=O)C1(CCCC1)Cc1ccccc1-2 | -3
O=C(CCN1C(=O)C2C3C=CC(CC3)C2C1=O)NCc1ccc2c(c1)OCO2 (stereo not drawn) | 0
O=C(NCC(c1cccnc1)N1CCN(c2ccccc2F)CC1)C1CCCCC1 (stereo not drawn) | 1
CC1=C(C(=O)Nc2ccc(F)cc2)C(c2ccsc2)C2=C(CCCC2=O)N1 (stereo not drawn) | -18
CCc1c(-c2ccccc2)nc2ccccc2c1C(=O)NCc1ccc(OC)cc1 | -3
CC(=O)c1cccc(NC(=O)c2scc3c2CCCC3)c1 | 2
O=C(Cc1ccccc1)N1CCN(S(=O)(=O)c2cccc([N+](=O)[O-])c2)CC1 | -8

# Carrying on:
structure | 14-3-3 PPI
Cc1ccc(S(=O)(=O)NC2=NCN(CCc3ccccc3)CN2)cc1 | -8
Cc1cccc2c(=O)cc(C)n(CC(=O)N3CCCCC3)c12 | -7
Cc1cc(NS(=O)(=O)c2ccc(NC(=O)c3ccc(C(=O)C(=O)c4ccccc4)cc3)cc2)nc(C)n1 | -72
CCCC(=O)Nc1nnc(CC(=O)N2CCCC2)s1 | -9
Cn1nnc2cc(C(=O)NCCC3=CCCCC3)ccc21 | 5
CC(C)CC(=O)N(c1ccc(F)cc1)C1C=CS(=O)(=O)C1 (stereo not drawn) | 3
CCc1cccc2c(C#N)cn(CC(=O)NCCOC)c12 | 1
COc1ccc(NC(=O)c2c(NC(=O)c3ccccc3)sc3c2CCC3)cc1 | -36
COc1ccc(-c2nc(SCC(=O)NCc3ccccc3)c3c(=O)n(C)c(=O)n(C)c3n2)cc1 | 11
O=c1oc(-c2sc3ccccc3c2Cl)nc2ccccc12 | 0
O=S(=O)(c1ccc(-c2csc(Nc3ccc(Br)cc3)n2)cc1)N1CCOCC1 | 0
CCCNC(=O)c1c[nH]c2ccc(S(=O)(=O)N(C)c3ccc(OCC)cc3)cc2c1=O | 0
CCOc1ccc2c(c1)c1nc3ccccc3nc1n2C | 0
CCCN(CCC)CCCNC(=O)CC1Nc2ccccc2NC1=O (stereo not drawn) | 5
COc1ccc(CCNc2nnc(-c3ccccc3)c(=O)[nH]2)cc1OC | 5

# Continuation:
structure | 14-3-3 PPI
CCOC(=O)C1CCC(CN(Cc2ccccc2C)S(=O)(=O)c2ccc([N+](=O)[O-])cc2)CC1 (stereo not drawn) | 0
CC(C)CC(=O)Nc1nnn(C)n1 | -11
COc1ccccc1N/C(N)=N/c1nc(CSc2ccc(C)cc2)cc(=O)[nH]1 | 1
CCOc1ccc(N(CC(=O)Nc2ccccc2)S(=O)(=O)c2ccc(Cl)cc2)cc1 | 2
CCN1CCN(CCC(=O)Nc2ccc(F)cc2)CC1 | -12
O=C(Nc1ccccc1-c1nc2ccccc2[nH]1)c1ccccc1F | 2
N=c1c(C(=O)NCc2ccccc2)cc2c(=O)n3ccccc3nc2n1Cc1ccco1 | -15
CCOCCCn1c(SCc2cccc(Br)c2)nc2c(sc3ccccc32)c1=O | -5
Cn1c2ccccc2c2c(C(=O)N3CCN(c4ccc(F)cc4)CC3)cn(C3CCCC3)c(=O)c21 | -1&9
Cc1ccc(-n2ncc3c(=O)n(CC(=O)N4CCCCCC4)cnc32)cc1 | -5
CCc1c(O)nc(SCC(N)=O)n(-c2ccccc2F)c1=O | -4
CCCNC(=O)c1ccc2c(c1)ncn2-c1ccc(C)cc1C | -13
C=CCOC(=O)COc1ccc2c(C)c(C)c(=O)oc2c1 | 6

# Screens: PubChem BioAssay, Emory University Molecular Libraries Screening Center
